Assay outcomes from PubChem BioAssay.
NR2E3 ag-1: agonists of human NR2E3 nuclear receptor; Q9Y5X4; CHO-S Gal4-NCOR/VP16-NR2E3 two-hybrid, luciferase; inhibition of corepressor binding, % at 3.98 µM; 0.35% of 360,000 active; AID 602229;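 active = inhibition above the mean of all tested compounds plus 3 SD, cut at about 70% in these data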;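 also: 0% = DMSO with NR2E3 transfected cells and 100% = cells lacking NR2E3 construct; higher means lower luciferase signal from less NR2E3 corepressor binding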
Target sequence (Q9Y5X4 whole entry, looked up, the tested form may be a part): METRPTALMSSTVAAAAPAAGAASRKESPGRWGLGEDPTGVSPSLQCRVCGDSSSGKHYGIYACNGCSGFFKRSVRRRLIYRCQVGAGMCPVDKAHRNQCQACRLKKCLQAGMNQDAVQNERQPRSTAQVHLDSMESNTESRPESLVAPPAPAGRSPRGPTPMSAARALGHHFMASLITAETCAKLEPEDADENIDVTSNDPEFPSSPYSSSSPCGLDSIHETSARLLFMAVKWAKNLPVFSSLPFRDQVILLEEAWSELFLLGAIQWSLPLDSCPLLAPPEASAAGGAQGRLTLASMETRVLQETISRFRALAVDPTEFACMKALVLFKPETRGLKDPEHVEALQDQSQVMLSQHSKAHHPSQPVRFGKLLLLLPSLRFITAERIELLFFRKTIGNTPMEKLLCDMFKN
TWEAK-Fn14 inh: inhibitors of TWEAK-Fn14 interaction signaling | TWEAK-stimulated Fn14 reporter cells, luciferase luminescence, 8 h | inhibition, % at 10 µM | 2% of 360,000 active; in the data active = inhibition above about 50%
TRAIL sens C8: sensitizes caspase-8 expressing cells to TRAIL. NB7+C8 cells + TRAIL, ATPlite viability luminescence. inhibition (viability loss, TRAIL sensitization), % at 10 µM. 1% of 360,000 active. AID 624354;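 active = compounds causing at least 50% loss of cell viability in the single-dose screen, relative to plate controls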
KKLEB tox: counter-screen for CF NF-kB inhibitors: cytotoxicity; KKLEB CF airway cells viability, ATPlite luminescence, overnight; stronger effect = lower value; cells stimulated with P. aeruginosa culture filtrate; activity change (cytotoxicity), % at 5 µM; 0.36% of 360,000 active;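 active = corrected activity change at or below -50% at 5 µM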
NR2E3 ag-2: activates human photoreceptor nuclear receptor NR2E3. Q9Y5X4. inhibition of corepressor binding, % at 4.78 µM. GST-NR2E3/biotin-RetCOR TR-FRET, 1536-well. 0.12% of 320,000 active. AID 2300;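 active = percent inhibition above the cutoff of mean plus 3 SD of all tested compounds, set per screening campaign, cut at about 20% in these data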;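 also: 0% = DMSO wells and 100% = biotin wells as full block of FRET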
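Test system: GST-NR2E3 and biotin-RetCOR proteins | Quantity: 1.35 nM GST-tagged NR2E3 final | Medium: Tris pH 7.5 | Also added: 7 nM biotin-RetCOR | Dosing: Compound at 4.8 µM, single dose | Timing: 5 h at 4 °C | Detection: Time-resolved FRET | Read-out basis: Percent inhibition | Benchmarks: Biotin wells as high control, 0.6% DMSO wells as low control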
TROY signal inh: TROY signaling inhibition; inhibition, % at 10 µM; Q293 LMP1-TROYcd NF-kB luciferase reporter, 4 h; AID 1347056; 0.98% of 360,000 active;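 active = compounds whose plate-normalised and pattern-corrected inhibition of the luciferase reporter signal at the single screening dose is 50% or more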
CF NFkB block: blocks PAF-induced NF-kB reporter in cystic fibrosis cells; KKLEB NF-kB-GFP reporter, GFP fluorescence overnight; inhibition, % at 5 µM; 0.86% of 360,000 active; AID 588850;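 active = at least 50% inhibition at 5 µM, scaled per plate between neutral and stimulator controls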;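 also: PAF is a Pseudomonas aeruginosa culture filtrate used as stimulus; plate controls were PAF-stimulated DMSO wells for no effect and unstimulated DMSO wells for full effect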
Shn3 inh set2: reduces Shn3 3'UTR luciferase signal in osteoblasts; AID 588674; 0.52% of 360,000 active; inhibition, % at 12.5 µM; Clone20 osteoblast Shn3 3'UTR firefly luciferase, 24 h;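 active = mean inhibition of at least 75% with every replicate also reaching 75%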;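 also: 0% = median of neutral control wells and 100% = pilot-screen positive control compound; some compounds past the cut are filed as inactive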
HIF-2a block: blocks HIF-2a reporter activity; 786-0 RCC cells HIF-2a reporter, luciferase luminescence, overnight; inhibition, % at 18.8 µM; 0.72% of 360,000 active; AID 624352;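 active = inhibition of the luminescence signal of 40% or more relative to plate controls, in a single-dose primary screen at 18.75 µM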
Peg3 promoter: reduces Peg3 promoter-driven luciferase expression in HeLa. HeLa PEG-Prom luciferase reporter, luminescence, overnight. inhibition, % at 20 µM. 1.7% of 360,000 active. AID 588405;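 active = inhibition of at least 50% at 20 µM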
MITF TRPM1 inh: inhibitors of MITF-driven TRPM1 promoter in melanoma cells; SK-MEL-5 TRPM1 promoter luciferase, 24 h; inhibition, % at 12.5 µM; 0.83% of 330,000 active;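 active = mean inhibition across replicates of 60% or more, whatever share of single replicates reaches that level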; also: values of inactives mirror those of a sister screen read the other way
Numbers without * were called inactive; . = not tested or not shown.

#	SMILES	NR2E3 ag-1	TWEAK-Fn14 inh	TRAIL sens C8	KKLEB tox	NR2E3 ag-2	TROY signal inh	CF NFkB block	Shn3 inh set2	HIF-2a block	Peg3 promoter	MITF TRPM1 inh
1	O=c1c(-c2ccccc2)coc2c(CN3CCOCC3)c(O)ccc12	-18	9	-9	-22	0	-15	-2	-3	-38	-15	-19
2	CC1CCc2nc(NC(=O)CCSc3ccccc3)sc2C1 (stereo unspecified)	0	-13	6	0	2	-49	-17	13	-97	-40	-14
3	CC(=O)Nc1c(O)nc(SCC(=O)N2CCCCC2)[nH]c1=O	-7	-5	-7	7	5	2	-12	-9	4	3	.
4	Cc1nnc(NC(=O)C2CC(=O)N(C(C)c3ccccc3)C2)s1 (stereo unspecified)	7	2	-20	14	1	-15	-9	10	12	-5	-4
5	Cc1cccc(C)c1NC1=C(Cl)C(=O)OC1OC(=O)c1ccccc1 (stereo unspecified)	-15	3	11	-15	7	3	8	-6	12	12	2
6	COc1ccc(S(=O)(=O)N(C)C[C@H]2Oc3ccc(NC(=O)Cc4cn(C)c5ccccc45)cc3C(=O)N([C@@H](C)CO)C[C@@H]2C)cc1	13	-20	3	-22	.	2	4	5	20	26	27
7	Cn1nnnc1Sc1ncnc2scc(-c3cccc(F)c3)c12	48	64*	15	-17	3	43	66*	68	75*	102*	78*
8	COc1ccc(Br)cc1/C=C/C(=O)NC(=S)Nc1ccc(Cl)c(C(=O)O)c1	-8	14	2	-2	0	3	8	-3	13	10	-10
9	Cc1cc2ncn(C(=O)N3CCOCC3)c2cc1C	-5	6	6	-2	0	-12	10	-22	1	2	4
10	OC(c1ccc2ccccc2n1)c1c(Cl)cccc1Cl (stereo unspecified)	-3	-5	11	-3	.	-10	-14	-6	-4	19	3
11	S=C(Nc1ccc(Cl)cc1)Nc1ccc2c(c1)OCCO2	-9	-4	2	-2	.	-12	10	-16	-243	-156	-30
12	COc1ccccc1CNC(=S)NCc1ccc(Cl)cc1	-20	9	-14	-3	2	-7	2	12	-5	5	12
13	CC(=O)Nc1ccc(NC(=O)COc2ccc(S(=O)(=O)N3CCCC3)cc2C)cc1	0	1	-14	-25	1	12	6	-18	12	3	-10
14	CCN(CC)S(=O)(=O)c1cc(C(=O)Nc2ccncc2)ccc1Cl	-9	9	22	-4	2	28	16	64	-19	-25	25
15	Cc1c(Cl)cccc1NC(=S)NCCc1ccc(Cl)cc1	11	-13	-6	-6	0	13	-1	13	-17	-8	-9
16	Cc1ccc(C)c(N2C(=O)CC(Cc3ccc(Cl)cc3)C2=O)c1 (stereo unspecified)	5	-22	-7	4	4	17	4	11	17	13	-8
17	Cc1cccc(S(=O)(=O)N(C)C[C@H]2OCc3cnnn3CCCC(=O)N([C@H](C)CO)C[C@@H]2C)c1	-34	-4	9	1	.	-4	-6	-1	16	-2	.
18	CCCCCCOc1ccc(C(=O)O)cc1	-24	9	1	9	1	-47	-8	21	-41	-10	-10
19	COc1ccc(C[C@@H]2CN3C(=NC[C@@H]3C)N2CCNC(=O)c2ccc(C)c(Br)c2)cc1	10	-16	14	-14	1	-26	-11	30	-4	-24	4
20	C=CCN(CC=C)C(=S)NC(=O)/C=C/c1ccc(C)cc1	-18	63*	5	3	-1	6	-3	-6	5	-9	11
21	CCC(=O)OC1(C)C(=O)C2=COC(c3ccc(OC)cc3)=CC2=C(Br)C1=O (stereo unspecified)	-12	-21	-5	0	1	-13	27	-15	-26	-70	-20
22	CN(C)/C=N/c1c(C#N)cnn1-c1ncnc2sc(-c3ccccc3)cc12	-13	13	0	1	2	-25	-18	-2	1	-4	-11
23	C=CCc1cccc(CNc2ccc(S(=O)(=O)Nc3nccnc3OC)cc2)c1O	19	0	-13	0	2	15	1	6	6	-5	7
24	O=C(NCCCN1CCOCC1)c1cc(C(=O)C2CC2)c[nH]1	-4	-1	-10	7	0	-10	2	-1	3	9	1
25	CN(C)c1ccc(Cl)cc1N	15	-20	3	10	-3	-7	-8	16	16	-1	-10

(more compounds)
#	SMILES	NR2E3 ag-1	TWEAK-Fn14 inh	TRAIL sens C8	KKLEB tox	NR2E3 ag-2	TROY signal inh	CF NFkB block	Shn3 inh set2	HIF-2a block	Peg3 promoter	MITF TRPM1 inh
26	O=C(CCN1C(=O)[C@@H]2Cc3ccccc3CN2C1=O)NCCc1ccccc1	-3	3	-5	-11	1	11	16	4	0	23	-3
27	CC(=O)Nc1ccc(S(=O)(=O)N2CCSC2c2ccccc2Cl)cc1 (stereo unspecified)	8	11	-3	6	6	7	-9	4	24	11	5
28	O=[N+]([O-])c1ccc(COc2ccc(-c3[nH]ncc3-c3ccc(Cl)cc3)c(O)c2)cc1	-12	51*	6	3	-1	23	-12	14	-25	35	11
29	CCOC(=O)CN1C(=O)C(CC)Oc2ccc(Cl)cc21 (stereo unspecified)	-28	-9	-9	17	3	7	3	-15	23	16	-9
30	COc1cccc(/C=N/NC(=O)c2[nH]nc3c2CCc2ccccc2-3)c1O	-29	2	47	-32	6	15	36	71	-130	27	38
31	CCOC(=O)CC(NC(=O)Cn1nnc(-c2ccccc2)n1)c1ccc(OC)cc1 (stereo unspecified)	-7	3	-17	-4	6	3	6	7	3	22	-6
32	O=C(c1ccccc1Cl)N1CCSCC1	-15	-5	-2	23	0	-7	-10	-32	4	6	-2
33	Nc1ncnc(Sc2ccc(Cl)cc2)c1[N+](=O)[O-]	-32	69*	15	-13	-4	-7	64*	-1	-20	-7	0
34	N#C/C(=N\Nc1ccccc1)C(=N)N1CCCCCC1	-116	-12	22	-11	4	-12	-8	-135	-268	-246	-49
35	CNC(=O)c1cc2c(=O)n3cc(C)ccc3nc2n(C(C)C)c1=N	7	-34	-15	1	2	5	-34	-9	16	35	4
36	Cc1ccc(N2CN(CCC3=CCCCC3)CNC2=S)cc1	15	-9	8	11	1	2	-14	6	-194	1	1
37	NC(=O)c1ccc(C(=O)N/N=C/c2cccc(Oc3ccccc3)c2)cc1	-24	4	9	-3	.	-12	2	-4	4	17	-6
38	CCOC(=O)c1ccn(-c2nc(-c3ccco3)cc(C(F)(F)F)n2)n1	-9	-14	4	-11	-1	-4	-23	1	-14	3	-10
39	O=C(Cn1nnc(-c2ccccc2Cl)n1)N1CCCCC1	-93	-19	6	-7	0	-47	5	-81	-214	-212	-70
40	COc1ccc(/C(CC2OC(=O)c3ccccc32)=N\NC(N)=O)cc1 (stereo unspecified)	8	2	-1	20	0	-16	-6	-36	5	-1	4
41	O=C1C2C3CC(C(Br)C3Br)C2C(=O)N1CC1CCCO1 (stereo unspecified)	-5	5	14	5	2	1	2	0	18	-2	8
42	C=CCOC(=O)C1=C(C)OC(N)=C(C#N)C1c1ccccc1F (stereo unspecified)	-3	1	-2	-14	4	-8	28	0	14	-4	-5
43	COc1ccc(OC)c(NS(=O)(=O)c2ccc(NC(=O)c3ccc(NS(C)(=O)=O)cc3)cc2)c1	-13	7	15	5	-4	4	0	2	20	6	2
44	CNC(=S)Nc1ccccc1-c1ccccc1	34	8	-6	-2	-2	18	4	-5	14	7	1
45	COc1cccc(-c2cc(C(=O)NCCc3ccccc3)no2)c1	-1	-12	7	-12	-1	-9	-11	-18	-29	-19	0
46	CCCCNC1CCS(=O)(=O)C1 (stereo unspecified)	-19	10	5	-2	1	-4	12	-9	-8	-3	.
47	O=C(Oc1ccc(-n2cnnn2)cc1)c1ccccc1	-26	-6	-7	3	10	-5	7	-10	-13	-4	3
48	COc1cccc2sc(N3CCN(C(=O)c4cccs4)CC3)nc12	-7	-20	-22	17	-6	-21	-18	0	-19	-19	1
49	O=C(NCc1ccco1)c1cc2ccccc2c(=O)o1	-17	-1	-10	3	-2	26	4	7	-24	-41	-7
50	CCN(CC)S(=O)(=O)c1ccc(N2CCN(C)CC2)c(NC(=O)c2cc(=O)c3ccccc3o2)c1	3	-7	-37	3	0	20	-16	0	8	21	9

The list goes on:
#	SMILES	NR2E3 ag-1	TWEAK-Fn14 inh	TRAIL sens C8	KKLEB tox	NR2E3 ag-2	TROY signal inh	CF NFkB block	Shn3 inh set2	HIF-2a block	Peg3 promoter	MITF TRPM1 inh
51	O=C1N(CN2CCN(Cc3ccccc3)CC2)c2ccccc2C12OCCCO2	13	-1	-12	-5	0	7	-2	-7	6	11	2
52	O=C(Nc1ccc2c(c1)OCO2)c1nn(-c2ccccc2)c(=O)c2ccccc12	0	20	10	3	-1	-1	-18	15	14	5	-6
53	C#Cc1ccc([C@H]2C=C(C(=O)NCc3ccccc3)O[C@@H](OCc3ccc(CO)cc3)C2)cc1	-18	-5	5	7	0	8	4	9	-8	8	4
54	CCOC(=O)CC(=O)CSc1nc(C)nc2c1oc1ccccc12	-15	-15	6	-22	1	-19	7	14	-23	-9	-8
55	Cc1onc(-c2ccccc2Cl)c1C(=O)NC(=S)NCCc1ccccc1	17	-3	4	-6	1	-40	3	20	14	21	9
56	CCC(C)NC(=O)c1ccccc1NC(=O)C1COc2ccccc2O1 (stereo unspecified)	-8	22	2	5	2	13	4	18	12	11	-3
57	CC(=O)Nc1ccc(OCc2nnc(-c3ccc(Cl)cc3)o2)cc1	-14	-52	-5	-13	5	-54	-25	-4	-224	-134	53
58	Cn1nnc2cc(C(=O)N3CCCCCC3)ccc21	-24	-6	0	-4	-2	-11	-8	0	9	-5	1
59	Cc1ccc2nc(C)cc(C(=O)N3CCCC(N4CCN(c5ccccc5C)CC4)C3)c2c1 (stereo unspecified)	-24	-2	20	-14	1	6	22	-14	7	25	-2
60	COc1cccc(CNC(=O)C2(C)Oc3ccccc3NC2=O)c1 (stereo unspecified)	-5	11	-1	2	-1	-12	1	-1	8	9	14
61	CN1CCN(c2ccc(S(=O)(=O)N3CCOCC3)cc2NC(=O)CCc2ccccc2)CC1	-17	-2	-12	2	0	-9	1	-10	11	0	7
62	COc1cc(OC)cc(C(=O)NNC(=O)NC2CCCCC2)c1	-45	5	-16	-2	1	7	5	2	31	17	17
63	C/C(=N\Nc1cc(-c2ccccc2)nc(-c2ccc(Br)cc2)n1)c1cccc(N)c1	20	13	11	14	0	-23	1	41	-85	-54	6
64	O=C(NCC1CCN(c2ccc(S(=O)(=O)N3CCOCC3)cc2)CC1)c1ccc(Cl)cc1	28	26	19	-7	-3	29	0	54	12	15	-4
65	CC(=O)c1ccccc1NC(=O)c1ccc(N2CCCC2=O)cc1	-33	-20	49	-4	1	-43	-12	-50	-190	-196	-56
66	COc1ccc(N2CCN(C(=O)c3ccc4c(=O)n5c(nc4c3)CCCCC5)CC2)cc1	-29	-34	8	-5	-3	2	-9	-21	-2	8	.
67	Cc1cccc(C(=O)NC2CC3CCC(C2)N3C)c1 (stereo unspecified)	-16	1	13	1	.	-14	6	5	18	-5	-17

Whole records from above. Order of values: NR2E3 ag-1, TWEAK-Fn14 inh, TRAIL sens C8, KKLEB tox, NR2E3 ag-2, TROY signal inh, CF NFkB block, Shn3 inh set2, HIF-2a block, Peg3 promoter, MITF TRPM1 inh
CCCCNC1CCS(=O)(=O)C1 (stereo unspecified) is entered as -19, 10, 5, -2, 1, -4, 12, -9, -8, -3, .
Cc1ccc(N2CN(CCC3=CCCCC3)CNC2=S)cc1 is entered as 15, -9, 8, 11, 1, 2, -14, 6, -194, 1, 1

This is a subset; the hit share may differ from the screen's.
